# Bioassay records (PubChem)
# Dyrk1A ADPGlo = Dyrk1A (rat) kinase inhibition | Q63470 | ADP-Glo luminescence, NFATc1 peptide | inhibition, % at 12.5 µM | 310,000 compounds, 0.43% hits | AID 504441; in the data active = inhibition above about 50%;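 note: plate controls were vehicle with enzyme for no effect and no enzyme for full effect; many of its hits are not listed in these tables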
# KCNQ1 block = inhibitors of human KCNQ1 potassium channel. P51787. CHO-K1 KCNQ1, FluxOR thallium flux fluorescence; stronger effect = higher value. AID 2642. B-score at 10 µM. 310,000 compounds, 1.3% hits;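 active = compounds whose thallium flux B-score, printed positive for inhibition, exceeds three library SD while starting fluorescence stays within three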;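 note: channel opened by potassium depolarization with thallium stimulus after 20 min compound exposure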
# PolyA inhibitor = yeast polyadenylation inhibition; S. cerevisiae SKY197-pL101 polyadenylation reporter, beta-gal luminescence; efflux-impaired pdr1/pdr3 knockout yeast; score 100 = 6 SD above DMSO; calls only at 12 µM; 300,000 compounds, 0.02% hits;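 active = lowest replicate activity score at least 50, where 100 means six control SD above control mean; inconclusive = lowest score under 50 but half or more replicates reach 50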;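 note: yeast exposed to compound for 9 h at 30 °C; higher score means more reporter readthrough which indicates perturbed polyadenylation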
# GSK3A inh = inhibitors of human GSK-3 alpha kinase; ADP-Glo luminescence, 60 min; inhibition, % at 10 µM; 320,000 compounds, 0.1% hits;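 in the data active = inhibition above about 50%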;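 note: GST-tagged GSK-3 alpha with peptide substrate and 25 µM ATP; 0% = DMSO neutral wells and 100% = GW8510 positive control wells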
# hERG protect = shields human hERG channel from block by proarrhythmic agents; activation (rescue from dofetilide block), less the hit threshold, % at 10 µM; CHO-hERG, FluxOR thallium flux, dofetilide IC70 present; Q12809; 310,000 compounds, 0.51% hits;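 active = activation above the mean of controls blocked by dofetilide plus 5 SD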;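 note: thallium influx through hERG after potassium depolarization seen as dye fluorescence rise; in these data hits start at about 4.7%; inactives centre near -7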
# GSK3beta inhib = human GSK3beta kinase inhibition; 300,000 compounds, 0.038% hits; activity score (negative = inhibition), % at 10 µM; AID 2097; GST-GSK3beta kinase, ADP-Glo luminescence, 60 min; stronger effect = lower value; P49841;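 active = more than half of replicate wells score below -50%, meaning over 50% inhibition versus plate controls; inconclusive = some replicates but at most half score below -50%; inactive = no replicate scores below -50%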;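 note: 0% = median DMSO wells and -100% = median GW8510 positive control wells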
# Target sequence (P49841 whole entry, looked up): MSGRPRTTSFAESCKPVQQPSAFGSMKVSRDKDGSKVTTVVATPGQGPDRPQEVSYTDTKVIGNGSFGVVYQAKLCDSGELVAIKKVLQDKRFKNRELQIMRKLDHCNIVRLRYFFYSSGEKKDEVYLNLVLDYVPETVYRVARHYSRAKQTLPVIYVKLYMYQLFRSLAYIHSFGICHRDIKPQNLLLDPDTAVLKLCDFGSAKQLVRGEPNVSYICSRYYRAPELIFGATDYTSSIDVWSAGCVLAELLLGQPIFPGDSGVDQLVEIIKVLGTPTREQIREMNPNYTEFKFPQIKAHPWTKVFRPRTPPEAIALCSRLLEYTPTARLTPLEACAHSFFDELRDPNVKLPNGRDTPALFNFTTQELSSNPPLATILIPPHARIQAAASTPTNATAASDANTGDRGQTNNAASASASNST
#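 Test system: GST-fused GSK3beta enzyme, cell-free | Quantity: 1.6 ng GST-GSK3beta enzyme per well | Reagent: 25 µM ATP with peptide substrate | Schedule: 60 min enzyme reaction, room temperature | Signal: Luminescent ADP-Glo measurement of ADP formed | Read-out basis: Score relative to plate controls | Control set: DMSO and 20 µM GW8510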
# RGS4 pot = potentiators or activators of RGS4; 310,000 compounds, 0.92% hits; B-score at 10 µM; HEK293 M3R/inducible RGS4, carbachol calcium flux Fluo4; stronger effect = lower value;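 active = B-score of the integrated calcium signal more than 4 SD below the library mean, with starting fluorescence not abnormally high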;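 note: negative B-score means reduced calcium response which marks RGS4 activation or potentiation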
#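 Assay system: HEK293 FlpIn-TREx cells, stable M3R, doxycycline-inducible RGS4 / Probe or stimulus: carbachol, ECmax concentration / Times: overnight RGS4 induction, 30 min dye load 37 °C, 20 min compound RT / Signal: kinetic calcium fluorescence imaging with Fluo4-AM dye, 2 µM / Measure: Agonist-evoked peak-minus-minimum fluorescence over baseline, integrated ratio, B score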
# KCNK9 inh = human KCNK9 channel inhibition | Q9NPC2 | 310,000 compounds, 1.2% hits | B-score at 10 µM | HEK293 KCNK9, FluxOR thallium flux fluorescence; stronger effect = lower value;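 active = ratio B-score over 3 SD below the library mean, with starting fluorescence within 5 SD of its mean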;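 note: negative B-score means less thallium flux so channel inhibition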
# KCNK3 inh = human KCNK3 channel inhibition, primary screen. CHO-KCNK3 thallium flux, FluxOR fluorescence; stronger effect = lower value. B-score at 10 µM. 340,000 compounds, 0.84% hits. O14649;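 active = B-score under library mean minus 4 SD, starting fluorescence ratio at most library mean plus 5 SD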;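 note: more negative B-score means stronger inhibition of thallium flux through KCNK3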
# KCNQ1 pot = potentiates or activates the human KCNQ1 potassium channel; P51787; CHO-K1 KCNQ1, thallium flux FluxOR fluorescence; stronger effect = higher value; B-score at 10 µM; 310,000 compounds, 0.35% hits; AID 2648;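 active = fluorescence ratio B-score, a plate-corrected score, at least three library SD, with initial intensity B-score within 5 SD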
#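 Assay system: CHO-K1 cells stably expressing KCNQ1. Medium: assay buffer for compound exposure, DMSO matched across wells. Timing: 37 °C overnight plating, 90-min dark dye load, 20-min compound pretreatment. Signal: kinetic FluxOR fluorescence, 10 s baseline plus 110 s post-stimulus.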
# HDAC3 inh = inhibitors of human histone deacetylase 3 | recombinant HDAC3, fluorogenic peptide/trypsin coupled, fluorescence | 320,000 compounds, 0.15% hits | AID 2718 | O15379 | inhibition, % at 8.3 µM; in the data active = inhibition above about 26%, passing the limit was not always enough; inconclusive = no clear call, values can overlap the other calls
# Target sequence (O15379 whole entry, looked up): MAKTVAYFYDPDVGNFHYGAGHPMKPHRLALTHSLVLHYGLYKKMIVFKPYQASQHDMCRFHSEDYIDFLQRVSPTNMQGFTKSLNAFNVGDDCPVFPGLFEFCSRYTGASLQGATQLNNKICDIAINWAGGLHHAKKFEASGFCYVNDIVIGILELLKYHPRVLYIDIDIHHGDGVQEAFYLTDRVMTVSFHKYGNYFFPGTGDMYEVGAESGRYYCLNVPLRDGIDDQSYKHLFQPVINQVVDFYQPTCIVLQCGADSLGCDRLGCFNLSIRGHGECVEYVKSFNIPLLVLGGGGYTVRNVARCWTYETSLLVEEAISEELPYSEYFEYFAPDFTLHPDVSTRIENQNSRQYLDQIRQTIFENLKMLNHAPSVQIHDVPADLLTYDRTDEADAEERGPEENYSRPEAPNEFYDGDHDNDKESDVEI
# * hit, by the source's call; i = inactive; u = inconclusive; x = not tested or not shown. An excerpt (hit frequency here may not be typical).
SMILES,Dyrk1A ADPGlo,KCNQ1 block,PolyA inhibitor,GSK3A inh,hERG protect,GSK3beta inhib,RGS4 pot,KCNK9 inh,KCNK3 inh,KCNQ1 pot,HDAC3 inh
Cc1ccc(-c2nc(C3CCCN(S(=O)(=O)c4ccc(C)cc4)C3)no2)cc1 (centres undefined),6,i,i,-2,-16,3,i,i,i,i,-5
COc1ccc(CN=C(NS(=O)(=O)c2cccs2)SC)cc1,0,i,i,-1,-10,-6,i,i,i,i,-3
O=C(Nc1cccc(-n2cccn2)c1)C1CCCN(Cc2cccc(F)c2F)C1 (centres undefined),2,i,i,-1,-18,-1,i,i,i,i,-1
FC(F)(F)c1cccc(NC(=S)N2CCCCCC2)c1,-2,i,i,-1,-14,1,i,i,i,i,4
O=C(CCc1ccc(S(=O)(=O)NCc2ccccc2)cc1)NCc1ccco1,3,i,i,-13,-5,8,i,i,i,i,-4
CN(C)C(=O)c1ccc(=O)n(Cc2ccc(Cl)cc2Cl)c1,3,i,i,-1,-2,-3,i,i,i,i,5
CCOC(=O)C(O)(CC(=O)c1ccc(OC)cc1)C(F)(F)F (centres undefined),5,i,i,-2,0,0,i,i,i,i,8
CC(C)CNC(=O)Nc1ccccc1F,0,i,i,x,-10,1,i,i,i,i,-2
CC1=C(C#N)C(c2ccccc2O)C(C#N)=C(C)N1,0,i,i,-3,-14,-4,i,i,i,i,-3
Cn1c(=O)n(C)c2cc(NC(=O)c3ccc(F)cc3)ccc21,0,i,i,3,-8,0,i,i,i,i,1
Cn1ccnc1SCC(=O)Nc1cccc(C(F)(F)F)c1,1,i,i,-4,-3,-3,i,i,i,i,-3
O=C(C1CCCCN1S(=O)(=O)c1ccccc1[N+](=O)[O-])N1CCOCC1 (centres undefined),-1,i,i,0,-5,-1,i,i,i,i,-5
Cc1[nH]n(-c2ccccc2)c(=O)c1N=Nc1ccccc1C(=O)O,x,i,i,-1,-12,4,i,i,i,i,2
CC1CCCCN1C(=O)Cc1ccc(F)cc1 (centres undefined),-7,i,i,-2,-10,1,i,i,i,i,-1
COc1cccc(C(=O)N2CCN(C(=O)c3cccc4ccccc34)CC2)c1OC,-3,i,i,-2,-12,0,i,i,i,i,-6
Cc1nc2ccc(NC(=O)N3CCN(c4ccccn4)CC3)cc2s1,4,i,i,0,-7,4,i,i,i,i,-3
CCOC(=O)Cc1csc(N/N=C\c2ccccc2OC)n1,x,i,i,-2,-4,3,i,i,i,i,3
C=CCNC(=S)N1CC2(C)CN(C(=S)NCC=C)CC(C)(C1)C2=O,-4,i,i,4,-8,-14,i,i,i,i,-3
O=C(c1cccc(S(=O)(=O)Nc2cccc(C(F)(F)F)c2)c1)N1CCOCC1,x,i,i,-5,-14,5,i,i,i,i,1
O=[N+]([O-])c1ccc(Sc2ccc(F)cc2)nc1,2,i,i,-2,-4,2,i,i,i,i,-3
Cc1cc(C)n(C(=O)CSc2nc3ccccc3o2)n1,-9,i,i,-4,-8,1,i,i,i,i,17
Cc1ccc(CNC(=O)CCS(=O)(=O)c2ccc(Cl)cc2)cc1,6,i,i,1,-7,2,i,i,i,i,-2
COC(=O)c1[nH]c2ccc(Br)cc2c1NC(=O)C(C)N1CCN(C2CCCCC2)CC1 (centres undefined),-4,i,i,x,-18,0,i,i,i,i,9
CC1=CC(C)[C@H](/C=N/n2c(=O)[nH]c3c([nH]c4ccc(Br)cc43)c2=O)C(C)C1 (some centres undefined),1,i,i,-2,-16,-2,i,i,i,i,1
C=C(C)CN(CC)C(=O)CN1C(=O)NC2(CCc3ccccc32)C1=O (centres undefined),-1,i,i,1,-9,-1,i,i,i,i,-4
CCN1C(=O)CC(N2CCN(c3ccc(OC)cc3)CC2)C1=O (centres undefined),-4,i,i,-1,-9,-2,i,i,i,i,3
Cc1cccc(NC(=O)c2cc(-c3ccc(C)s3)nc3ccccc23)n1,4,6*,i,1,-11,-25,i,-7.2*,i,i,-3
CC1(c2nnc(-c3ccc(F)cc3)o2)CC(c2ccc(F)cc2)=NO1 (centres undefined),3,i,i,-5,-11,-1,i,i,i,i,1
O=S(=O)(NCc1ccc2c(c1)OCO2)c1ccc2c(c1)oc1ccccc12,0,i,i,-2,1,2,i,i,i,i,-4
CCCOc1ccc(-c2nc(C#N)c(NCC3CCCO3)o2)cc1 (centres undefined),2,i,i,-5,-8,x,i,i,i,i,-23
CCN1CCN(c2nc(Nc3ccccc3)nc(N)c2[N+](=O)[O-])CC1,-2,i,i,x,-7,-4,i,i,i,i,x
COc1cccc(CNC(=O)[C@@H](C)N2C(=O)N3CCc4c([nH]c5ccc(OC)cc45)C3(C)C2=O)c1 (some centres undefined),-4,i,i,-3,-10,-1,i,i,i,i,3
COc1ccccc1-n1cnnc1SCC(=O)N1CCN(S(=O)(=O)c2ccccc2)CC1,5,i,i,0,-11,1,i,i,i,i,4
CCN(CC)CCN(C(=O)c1ccc2c(c1)CCCC2)c1nc2c(C)cccc2s1,-1,8*,i,0,-14,-4,i,i,i,i,-6
COc1ccc(/C=C(\NC(=O)c2ccc(OC)cc2)C(=O)N2CCCCC2)cc1,-2,i,i,-1,-12,-22,i,i,i,i,13
Cc1cc(C)cc(NC(=O)CCn2cnc3cc(C)c(C)cc32)c1,1,i,i,-3,-5,0,i,i,i,i,3
Cc1ccc(OCC(=O)NC(C)c2ccccc2)cc1C (centres undefined),x,i,i,0,-10,-3,i,i,i,i,5
CC(c1ccccc1)n1cc(C(=O)NCC2CCCO2)nn1 (centres undefined),-2,i,i,-2,-6,-3,i,i,i,i,-4
CCN(CC)C(=O)CSc1nnc([C@H](Cc2c[nH]c3ccccc23)NC(=O)OC(C)(C)C)o1,2,i,i,1,-17,3,i,i,i,i,11
Cc1cccc(OCC(=O)Nc2ccc(N3CCN(C(=O)c4ccco4)CC3)cc2)c1C,-6,i,i,-1,-9,2,i,i,i,i,x
CCCN1C(=O)c2ccc(C(=O)NC3=NCCS3)cc2C1=O,2,i,i,0,-4,8,i,i,i,i,1
CCCCc1c(O)nc2sccn2c1=O,6,i,i,-2,-2,6,i,i,i,i,2
COCc1ccc(C(=O)N(C)CC2CCCN(CCc3ccccc3F)C2)o1 (centres undefined),-2,i,i,-3,-6,4,i,i,i,i,6
O=C(c1cccc([N+](=O)[O-])c1)N1CCCC(C(=O)N2CCc3ccccc3C2)C1 (centres undefined),-2,i,i,7,-5,0,i,i,i,i,1
N#CC1=C(N)Oc2ccc3ccc(O)cc3c2C1c1cccnc1 (centres undefined),8,i,i,-1,-4,-2,i,i,i,i,-3
Cc1ccc2oc(=S)n(C)c2c1,-5,i,i,0,-8,1,i,i,i,i,1
COc1cc2c(cc1NC(=O)COC(=O)C(CCSC)NC(=O)c1ccccc1Cl)oc1ccccc12 (centres undefined),4,i,i,-1,-6,-2,i,i,i,i,8
O=C(C[n+]1cc[nH]c1)c1ccc(Cl)cc1,14,i,i,-3,-8,1,i,i,i,i,u

# Nothing new here: entries from further up.
SMILES,Dyrk1A ADPGlo,KCNQ1 block,PolyA inhibitor,GSK3A inh,hERG protect,GSK3beta inhib,RGS4 pot,KCNK9 inh,KCNK3 inh,KCNQ1 pot,HDAC3 inh
Cc1ccc(OCC(=O)NC(C)c2ccccc2)cc1C (centres undefined),x,i,i,0,-10,-3,i,i,i,i,5
CC(c1ccccc1)n1cc(C(=O)NCC2CCCO2)nn1 (centres undefined),-2,i,i,-2,-6,-3,i,i,i,i,-4
CCN(CC)C(=O)CSc1nnc([C@H](Cc2c[nH]c3ccccc23)NC(=O)OC(C)(C)C)o1,2,i,i,1,-17,3,i,i,i,i,11
Cc1cccc(OCC(=O)Nc2ccc(N3CCN(C(=O)c4ccco4)CC3)cc2)c1C,-6,i,i,-1,-9,2,i,i,i,i,x
CCCN1C(=O)c2ccc(C(=O)NC3=NCCS3)cc2C1=O,2,i,i,0,-4,8,i,i,i,i,1
CCCCc1c(O)nc2sccn2c1=O,6,i,i,-2,-2,6,i,i,i,i,2
COCc1ccc(C(=O)N(C)CC2CCCN(CCc3ccccc3F)C2)o1 (centres undefined),-2,i,i,-3,-6,4,i,i,i,i,6
O=C(c1cccc([N+](=O)[O-])c1)N1CCCC(C(=O)N2CCc3ccccc3C2)C1 (centres undefined),-2,i,i,7,-5,0,i,i,i,i,1
N#CC1=C(N)Oc2ccc3ccc(O)cc3c2C1c1cccnc1 (centres undefined),8,i,i,-1,-4,-2,i,i,i,i,-3
Cc1ccc2oc(=S)n(C)c2c1,-5,i,i,0,-8,1,i,i,i,i,1
COc1cc2c(cc1NC(=O)COC(=O)C(CCSC)NC(=O)c1ccccc1Cl)oc1ccccc12 (centres undefined),4,i,i,-1,-6,-2,i,i,i,i,8
O=C(C[n+]1cc[nH]c1)c1ccc(Cl)cc1,14,i,i,-3,-8,1,i,i,i,i,u
